West Nile virus CPE – West Nile virus antiviral activity, cell-based, CPE readout (AID 1621); West Nile virus-infected cells, CPE inhibition; higher % means a stronger effect; CPE inhibition, % at 10 µM; hits with a dose series show IC50 in µM; 0.02% of 290,000 active; in the data active = a potency from the dose series; inconclusive = CPE inhibition mostly from about 3.7% at the one dose, without a potency; inactive = the rest, 99 in 100 with CPE inhibition below about 2.2%; note: strong numbers were not always called active
T cell HTS – modulators of CD8 T cell-vesicle binding, primary screen, mouse 2C CD8+ T cells, flow cytometry. calls only at 7 µM. 2C CD8+ T cell-vesicle binding; stronger effect = lower value. 0.068% of 330,000 active;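 active = response, share of CD8 T cells binding vesicles, and their 90th percentile fluorescence all below set limits, cut at about 80% in these data, passing the limit was not always enough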
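Assay system – 2C mouse CD8+ T cells · Also added – QL9-loaded Drosophila micro-vesicles · Timing – Cell–vesicle co-incubation 1.5 h at 37 °C, staining 20 min on ice · Signal – flow cytometry of vesicle-bound cells · Measure – percent CD8+ FL2 mean versus row control · Controls – Peptide-free naked vesicles (low) and QL9 vesicles with 0.7% DMSO vehicle (high)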
Dengue-2 NS5 capping – Dengue-2 NS5 methyltransferase inhibitors, primary screen, biochemical, confirmation dose response (AID 588689) | Genome polyprotein (Dengue virus type 2 (strain 16681-PDK53)) | Dengue-2 NS5 methyltransferase capping enzyme assay, biochemical; higher % means a stronger effect | one-dose inhibition, % at 25 µM; IC50 in µM for titrated hits | 0.3% of 340,000 active; in the data active = a potency from the dose series; inconclusive = inhibition above about 29% without an active follow-up result
PhoP inhibition – inhibitors of PhoP regulon expression, primary screen, Salmonella Typhimurium, GFP reporter (AID 1863); S. Typhimurium PhoP-regulated promoter GFP reporter, 4 h; higher % means a stronger effect; inhibition, % at 50 µM; hits with a dose series show IC50 in µM; 0.16% of 300,000 active;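 active = inhibition over 29.93%, a cutoff 3 SD above the screen mean, later confirmed by dose response; inconclusive = inhibition over 29.93% but no dose response follow-up; inactive = inhibition at most 29.93% or unconfirmed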;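 note: 0% = low Mg2+ inducing control and 100% = high Mg2+ repressing control; strong numbers were not always called active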
K1F lysis inhibition – inhibition of K1F phage lysis, E. coli UTI89, bacterial capsule biogenesis inhibitors, alamar blue (AID 488966); E. coli UTI89 K1F phage lysis, alamar blue, 2 h; higher % means a stronger effect; inhibition, % at 100 µM; hits with a dose series show IC50 in µM; 0.02% of 340,000 active;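 active = phage lysis inhibition, versus mean bacterial control, above a set limit; inconclusive = no clear call, values can overlap the other calls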;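 note: capsule biogenesis inhibitors block K1F phage lysis so surviving cells raise fluorescence; higher fluorescence means more inhibition of phage lysis; actives were called in the ten point dose series up to 300 µM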
SV40 large T antigen – SV40 large T antigen inhibitors, biochemical (AID 1903) | SV40 large T antigen ATPase/helicase inhibition assay; higher % means a stronger effect | inhibition, % at 20 µM, or IC50 in µM where a hit was titrated | 0.39% of 310,000 active; in the data active = a potency from the dose series; inconclusive = inhibition mostly from about 32% at the one dose, without a potency; inactive = the rest, 99 in 100 with inhibition below about 32%; note: strong numbers were not always called active
Rac1 GTP hydrolysis – MgcRacGAP GTPase-activating activity inhibitors, confirmation, biochemical, ADP Hunter fluorescence. Rac GTPase-activating protein 1 (Homo sapiens). MgcRacGAP-stimulated Rac1 GTP hydrolysis, ADP Hunter fluorescence; higher % means a stronger effect; GST-tagged Rac1 F28L mutant substrate. inhibition, % at 30 µM; hits with a dose series show IC50 in µM. 0.6% of 340,000 active. AID 624330, 2012;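 active = first-screen hits whose inhibition reached a set limit at any dose in the follow-up dose series; inconclusive = inhibition above the set first-screen limit but never retested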;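 note: fluorescence reports GDP produced by GAP-driven GTP hydrolysis; strong numbers were not always called active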
NTR1 ag – agonists of NTR1, primary screen, imaging, U2OS cells, beta-arrestin-GFP, high content (AID 493036); 0.17% of 330,000 active; Neurotensin receptor type 1 (Homo sapiens), P30989; NTR1-U2OS beta-arrestin-GFP spot imaging, agonist mode; activation, % at 20 µM;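 active = activation at or above 40% of the spot to cytoplasm intensity ratio, with at least 20 cells analyzed; inconclusive = wells under 20 cells, flagged as cytotoxic or low count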;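 note: 0% = DMSO without peptide and 100% = 100 nM NTR1 peptide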
Target sequence (P30989 whole entry, looked up): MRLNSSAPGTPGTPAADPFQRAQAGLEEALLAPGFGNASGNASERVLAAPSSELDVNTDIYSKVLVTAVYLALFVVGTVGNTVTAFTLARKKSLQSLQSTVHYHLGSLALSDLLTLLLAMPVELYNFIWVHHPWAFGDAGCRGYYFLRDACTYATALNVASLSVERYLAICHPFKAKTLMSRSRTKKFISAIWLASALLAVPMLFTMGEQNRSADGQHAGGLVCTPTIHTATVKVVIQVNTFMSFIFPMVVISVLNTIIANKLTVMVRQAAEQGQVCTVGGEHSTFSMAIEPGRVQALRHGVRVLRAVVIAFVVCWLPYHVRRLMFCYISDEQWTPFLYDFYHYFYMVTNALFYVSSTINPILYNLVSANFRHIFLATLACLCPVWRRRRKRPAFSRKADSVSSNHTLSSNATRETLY
RSV CPE inhibition – RSV antiviral activity via CPE protection, HEp-2 cells, primary 10 µM value included (AID 2391). HEp-2 cells, RSV-induced CPE inhibition; higher % means a stronger effect. CPE inhibition, % at 10 µM; hits with a dose series show IC50 in µM. 0.13% of 310,000 active; in the data active = a potency from the dose series; inconclusive = CPE inhibition mostly from about 23% at the one dose, without a potency; inactive = the rest, 99 in 100 with CPE inhibition below about 21%; note: strong numbers were not always called active
T cell HTS vesicle-bound % – second read-out of T cell HTS, no call of its own (marks repeat the call); double positive events, %; measured here: CD8+ vesicle-bound cell fraction;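 binding gate set so that unloaded-vesicle control wells show 10% double positive cells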
NTR1 ag cell count 20 µM – recorded beside NTR1 ag, whose call it bears; cell count; measured here: cell count, cytotoxicity flag
Dengue-2 NS5 capping pilot replicate – recorded beside Dengue-2 NS5 capping, whose call it bears; inhibition, %; measured here: pilot screen replicate inhibition
* marks the source's active call; other numbers are inactive results; i = inactive; ? = inconclusive; . = not tested or not shown; [ ] = dose if it differs, or a comment.

SMILES	West Nile virus CPE	T cell HTS	T cell HTS vesicle-bound %	Dengue-2 NS5 capping	PhoP inhibition	K1F lysis inhibition	SV40 large T antigen	Rac1 GTP hydrolysis	NTR1 ag	NTR1 ag cell count 20 µM	RSV CPE inhibition	others
Cc1cc(C)nc(SCC(=O)NN=Cc2ccc(C)o2)n1	.	i	45	2%	.	-1.0%	.	9%	-2.0	64	.
CN(C)c1nn(C(=O)Nc2ccc(Cl)cc2Cl)cc1-c1ccccc1	-0.2%	i	45	3%	-8%	0.8%	38µM*	-4%	-0.1	73	3.1%	Dengue-2 NS5 capping pilot replicate=5.5
Cc1ccc(NC(=O)CNc2cccc(S(=O)(=O)N3CCOCC3)c2)cc1F	.	i	17	0%	-1%	0.3%[50 µM]	22%	5%	1.9	59	?
Cc1nc(SCc2ccccc2)[nH]c(=O)c1CC(=O)OCC(C)C	0.2%	i	29	-2%	12%	1.6%[50 µM]	0%	12%	1.0	41	3.6%
COc1ccc(Cl)cc1NC(=O)CN1CCc2ccccc21	0.1%	i	61	0%	-10%	1.5%	19%	0%	-0.2	81	7.7%
CC(Cc1ccccc1)C(=O)N(C)Cc1cccnc1 (centres undefined)	-0.1%	i	39	-7%	1%	-0.8%	7%	-31%	-3.6	91	-0.6%
c1cncc(-c2nc(N3CCOCC3)c3ccccc3n2)c1	0.1%	i	45	1%	34%	5.2%	-4%	4%	0.2	43	-0.3%
Cc1ccc(C)c(NC(=S)NCCCN2CCOCC2)c1	-0.3%	i	49	-4%	2%	0.4%	10%	3%	0.0	51	-1.5%
O=C(/C=C/c1ccco1)NC(=S)Nc1ccccc1O	0.0%	i	36	.	9%	.	23%	.	0.5	35	0.5%
O=C(OCc1nnc(-c2cccs2)o1)C1=NN(c2ccccc2)C(=O)CC1	.	i	40	-3%	.	0.3%[50 µM]	.	4%	-2.1	66	0.3%
Cc1ccc(S(=O)(=O)N(C)CC(=O)O/N=C(\N)c2ccccn2)cc1	0.1%	i	28	-3%	-1%	0.5%	1%	10%	-1.8	36	-0.2%
O=C(CN(C(=O)c1csnn1)c1ccccc1Cl)NCCc1ccccc1	-0.1%	i	63	-1%	3%	-1.6%	14%	2%	-0.8	54	2.3%
O=C(O)CCCC(=O)N1N=C(c2ccco2)CC1c1ccco1 (centres undefined)	0.5%	i	46	-7%	11%	0.2%	1%	4%	0.5	51	1.5%
Cc1ccc(S(=O)(=O)N2CCC(C(=O)Nc3ccc4c(c3)COC4=O)CC2)cc1	-0.2%	i	36	-8%	0%	1.0%	-3%	3%	-0.7	56	-0.3%
C=CCn1c(CNC(=O)c2ccccc2F)nnc1SCC(=O)NC(C)c1ccccc1 (centres undefined)	-0.8%	i	34	-5%	-9%	-1.1%	10%	8%	3.0	45	2.4%
O=c1c2c(nc3n1CCCCC3)-c1ccccc1CC21CCCCC1	-0.1%	i	16	5%	3%	2.6%	5%	1%	4.3	44	15%
NC(=O)NC(=O)CN1c2cccc3cccc(c23)S1(=O)=O	0.2%	i	56	-10%	10%	0.1%	-19%	6%	0.0	40	-0.5%
CCOc1ccccc1NC(=O)N1CCC(c2nc3ccccc3[nH]2)CC1	-0.1%	i	20	-7%	-6%	-0.4%	21%	3%	2.2	82	.
COc1cc(CN2CC(C)CC(C)C2)cc([N+](=O)[O-])c1O (centres undefined)	1.2%	i	36	8%	-3%	0.3%	30%	0%	2.8	59	1.2%
Cc1onc(C(=O)Nc2ccc(OC(F)(F)F)cc2)c1[N+](=O)[O-]	-0.1%	i	35	-1%	-2%	0.0%	3%	-5%	1.0	57	2.4%
ClC(CCN1CCN(Cc2ccccc2)CC1)c1ccccc1 (centres undefined)	.	i	5	5%	.	1.1%	2%	6%	0.5	56	-0.2%
CS(=O)(=O)CCC(C(=O)OCc1ccc(Br)cc1)N1C(=O)c2ccccc2C1=O (centres undefined)	-0.4%	i	10	-5%	-6%	1.2%	-5%	-6%	-0.3	44	0.0%
CCc1nc2ccccc2n1CC1CC1(Cl)Cl (centres undefined)	-0.3%	i	58	0%	1%	0.5%	10%	2%	1.9	58	1.4%
O=C(Nc1nnc(-c2ccc3c(c2)CCCC3)o1)c1ccccc1Cl	0.3%	i	34	-3%	-10%	-0.1%	6%	4%	-1.9	54	2.4%
COC(=O)C1CCCCN1C(=O)CCc1nnc(CCc2c[nH]c3ccccc23)o1 (centres undefined)	-0.4%	i	48	-6%	-3%	0.1%	7%	3%	-1.4	75	-0.7%
Cc1ccc(C)c(N2CN(Cc3cccnc3)CNC2=S)c1	-0.1%	i	4	5%	-21%	1.8%[50 µM]	7%	6%	2.2	69	1.9%
CN(C)c1cccc(C(=O)NNC(=O)CN2C(=O)C3CC=CCC3C2=O)c1 (centres undefined)	.	i	42	-2%	.	0.4%	.	0%	0.9	52	.
COc1ccc(C(=O)Nc2nc(-c3ccc([N+](=O)[O-])cc3)c(-c3ccc(OC)cc3)s2)cc1	-0.2%	i	12	-5%	-14%	2.3%[50 µM]	-2%	8%	3.7	59	8.3%
Cc1cccc(C(=O)NCC2CCCO2)c1 (centres undefined)	0.0%	i	47	1%	3%	0.9%	7%	5%	0.3	63	0.8%
Cc1ccc(OCC(=O)N2c3ccccc3NC(=O)C2(C)C)c([N+](=O)[O-])n1	-0.4%	i	29	2%	0%	0.9%	11%	2%	-0.5	48	1.7%
CCOC(=O)c1sc(/N=C/c2ccc(O)cc2O)cc1C	1.4%	i	32	-28%	18%	0.8%	8%	22µM*	0.8	44	1.9%
CC(C)(C)C(=O)Cn1c[n+](N)cn1	0.7%	i	43	5%	-7%	0.6%	-2%	5%	0.4	82	1.1%
Cc1[nH]nc2c1C(c1ccc3c(c1)OCO3)C(C#N)=C(N)O2 (centres undefined)	-0.4%	i	25	-1%	-4%	0.8%[50 µM]	16%	12%	2.5	62	3.2%
CC(C)n1cc(/C=C/c2cc[n+](C)cc2)c2ccccc21	?	.	.	?	.	0.5%	.	15%	-3.0	48	.
O=C(NNC(=O)c1cc(-c2ccco2)nc2ccccc12)c1ccccc1	0.2%	i	48	7%	-9%	0.1%	22%	17%	-0.7	69	-1.1%
O=C(/C=C/c1ccc(F)cc1)N1CCN(S(=O)(=O)/C=C/c2ccccc2)CC1	1.5%	i	23	1%	-5%	-2.5%	8%	6%	0.3	51	1.6%
c1ccc(-n2nnc(-c3cccnc3)n2)cc1	0.4%	.	.	9%	-4%	0.5%	1%	2%	-0.1	52	1.8%
CC(=O)c1cccc(NC(=O)N2CCC(NC(=O)C34CC5CC(CC(C5)C3)C4)CC2)c1	-0.4%	i	61	-2%	4%	0.4%	18%	1%	-0.2	62	2.8%
CC(O)CNc1nc2ccccc2n1CC(=O)NCCc1ccc(Cl)cc1 (centres undefined)	-0.4%	i	42	-12%	10%	-0.3%	0%	11%	0.6	46	-0.6%
Cc1ccc2nc3c(cc2c1)c(C)nn3-c1ccccc1	0.0%	i	3	-3%	4%	0.0%	4%	-4%	2.7	68	?
COc1ccc(-n2c(-c3ccc(Cl)cc3)c[n+]3c2CCc2ccccc2-3)cc1	-0.4%	i	66	-4%	-9%	0.4%	4%	9%	0.0	39	15%
O=C(NC1CC2CCC(C1)N2Cc1ccccc1)c1ccccc1Cl (centres undefined)	-1.1%	i	54	-2%	-3%	0.6%	9%	10%	0.1	59	0.3%
CCn1c(COc2ccccc2C(N)=O)nc2ccccc21	0.1%	i	13	-3%	-9%	0.1%	4%	10%	-0.1	42	6.7%
O=C(OC1CCc2ccccc2C1=O)c1ccccc1O (centres undefined)	0.9%	i	55	-4%	-3%	0.4%	3%	6%	-0.5	53	1.2%
O=C(c1ccc2c(c1)CCN2S(=O)(=O)c1ccccc1)N1CCN(c2ccccc2F)CC1	-0.6%	i	3	-7%	-7%	0.2%	5%	8%	0.3	63	?
COc1ccc(NC(=O)C2CCN(S(=O)(=O)c3cccnc3)CC2)cc1Cl	.	i	55	-4%	0%	0.0%	6%	-3%	-1.8	47	0.6%
COc1ccc(O[C@H]2C=C[C@@H](c3ccccc3)O[C@@H]2CO/N=C(\C)CCC(=O)OC[C@H]2O[C@H](c3ccccc3)C=C[C@@H]2Oc2ccc(OC)cc2)cc1	.	i	38	.	-1%	.	7%	.	-0.7	112	0.1%
CCC1(C)CC(=O)N(c2ccc(F)c(Cl)c2)C(=O)C1	-0.3%	i	51	-3%	2%	0.1%	4%	1%	0.3	90	0.0%
CN(NC(=O)Nc1ccccc1)c1cnn(C)c(=O)c1Cl	0.1%	i	22	.	-8%	.	5%	.	0.9	59	1.4%
O=c1[nH]nc(Cc2ccc(-c3ccccc3Cl)o2)c2ccccc12	-0.5%	i	8	1%	-16%	0.3%	2%	7%	1.1	100	1.7%

(continued)
SMILES	West Nile virus CPE	T cell HTS	T cell HTS vesicle-bound %	Dengue-2 NS5 capping	PhoP inhibition	K1F lysis inhibition	SV40 large T antigen	Rac1 GTP hydrolysis	NTR1 ag	NTR1 ag cell count 20 µM	RSV CPE inhibition	others
CC1CC(C)CN(C(=O)COC(=O)c2c[nH]c3ccccc23)C1 (centres undefined)	.	i	34	-5%	.	0.5%[50 µM]	.	0%	0.3	56	0.6%
CCOc1ccc(Nc2nc(N)c([N+](=O)[O-])c(N3CCOCC3)n2)cc1	0.0%	i	55	-1%	20%	0.2%	-2%	5%	0.3	48	4.0%
CCOc1ccc(N2CC(C(=O)NCc3ccco3)CC2=O)cc1 (centres undefined)	0.3%	i	24	-13%	2%	0.4%	2%	-1%	-0.6	51	1.1%
COC(=O)c1ccc(CN(Cc2ccc(C(=O)OC)o2)C(C)(C)C)o1	.	i	18	0%	-5%	0.3%[50 µM]	12%	7%	-0.5	70	1.2%
COc1cccc(CNC(=O)CSc2nnc3c(n2)[nH]c2ccc(F)cc23)c1	-0.6%	i	26	4%	3%	-0.1%	2%	9%	0.2	54	1.8%

Compound activity: PubChem BioAssay, several laboratories
